# Assay outcomes (PubChem BioAssay)
# RXFP1 ag = qHTS Assay for Agonists of the Relaxin Receptor RXFP1. AID 2676, 2010. HEK293T-RXFP1 cAMP TR-FRET, 30 min; response scale: percent of porcine relaxin response, buffer zero. 370,000 compounds, 0.3% hits. Potency, µM (series often up to 57.5 µM), inactives show at the highest dose activation, most hits filed as activators; further: potency means the concentration at half of the fitted maximal effect; on the % scale 0 is the no-effect control and ±100 the full control effect; nearly all actives have a fitted effect of over 60% in size; many of its hits are not listed in these tables
#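 HEK293 cells stably expressing RXFP1, treated 30 min at 37C with compounds plus PDE4 inhibitor Ro 20174; cAMP measured by HTRF TR-FRET. Normalized to buffer and 29 nM porcine relaxin; EC50 by Hill fit.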
# D1 antagonist = Antagonist of Human D 1 Dopamine Receptor: qHTS; D(1A) dopamine receptor (Homo sapiens), P21728; HEK293 TREx D1 cells, calcium flux, dopamine EC80; active compounds read low; activity change, negative = inhibition, % at 10 µM; 360,000 compounds, 3.2% hits; in the data active means activity change below about -30%; further: on the % scale 0 is the no-effect control and ±100 the full control effect
#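 Cells carrying a force-coupled, tetracycline-inducible human D1 receptor report calcium flux. Each well gets a 10 s baseline, compound with 180 s monitoring, then an EC80 dopamine stimulus with a second 180 s kinetic read.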
# D2 PAM = HTS Assay for Positive Allosteric Modulators of the Human D2 Dopamine Receptor: Primary Screen for Potentiators. D(2) dopamine receptor (Homo sapiens), P14416. HEK293 T-REx D2, calcium flux, EC20 dopamine potentiation. potentiation, % at 10 µM. 340,000 compounds, 0.34% hits;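 active means potentiation over 3 SD above the plate norm, cut at about 30% in these data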; further: 0% is about no effect
# Target sequence (P14416 whole entry, looked up): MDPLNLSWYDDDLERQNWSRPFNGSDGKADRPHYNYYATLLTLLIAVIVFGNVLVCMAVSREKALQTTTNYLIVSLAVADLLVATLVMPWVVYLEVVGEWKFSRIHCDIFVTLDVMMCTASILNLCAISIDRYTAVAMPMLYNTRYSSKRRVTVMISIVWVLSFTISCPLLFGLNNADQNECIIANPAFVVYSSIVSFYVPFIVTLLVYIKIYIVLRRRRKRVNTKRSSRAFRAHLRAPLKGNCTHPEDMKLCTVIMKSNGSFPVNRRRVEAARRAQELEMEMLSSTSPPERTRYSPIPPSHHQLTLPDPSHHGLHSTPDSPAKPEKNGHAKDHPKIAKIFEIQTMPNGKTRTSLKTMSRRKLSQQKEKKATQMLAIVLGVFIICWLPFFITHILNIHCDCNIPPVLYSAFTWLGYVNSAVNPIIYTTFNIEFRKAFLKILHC
#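 Using a no-wash calcium dye in inducible, force-coupled HEK293 Trex cells expressing D2, we tracked fluorescence each second for 180 s after compound, then for 180 s after EC20 dopamine to detect augmented signalling.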
# D1 PAM = Potentiators of Human D1 Dopamine Receptor: qHTS; D(1A) dopamine receptor (Homo sapiens), P21728; 360,000 compounds, 0.036% hits; potentiation, % at 10 µM; HEK293 TREx D1 cells, calcium flux, dopamine EC20 potentiation; in the data active means potentiation above about 30%; further: 0% is about no effect
# RXFP1 antagonist = qHTS Assay for Antagonists of the Relaxin Receptor RXFP1. HEK293-RXFP1, relaxin-stimulated cAMP HTRF, 30 min; active compounds read low. activity change, negative = inhibition, % at 57.5 µM. 350,000 compounds, 0.59% hits;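 active means activity change of -60% or lower, but not beyond a set lower limit; inconclusive means change between -60% and -40%, or beyond the set limit; inactive means change above -40%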; further: on the % scale 0 is the no-effect control and ±100 the full control effect
# D1 ag = Allosteric Agonists of the Human D1 Dopamine Receptor: qHTS. D(1A) dopamine receptor (Homo sapiens), P21728. activation, % at 2 µM. 360,000 compounds, 1% hits. HEK293 T-REx D1 cells, calcium flux, agonist mode; in the data active means activation above about 30%; further: 0% is about no effect
#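 Agonism was scored from calcium flux recorded over 180 s (1 read/s) after pintool compound addition, following a 10-cycle baseline. Cells were inducible force-coupled HEK293 TREx D1, plated overnight at 30 C and loaded with no-wash calcium dye.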
# TRHR PAM = qHTS for Small Molecule Agonists and Allosteric Enhancers of Human TRH Receptor: Primary Screen for Enhancers. Thyrotropin-releasing hormone receptor (Homo sapiens), P34981. 360,000 compounds, 0.66% hits. TRHR cells, fluo-8 calcium fluorescence, EC20 TRH enhancement. AID 493056, 2011. enhancement, % at 2 µM; in the data active means enhancement above about 30%; further: 0% is about no effect
# Target sequence (P34981 whole entry, looked up): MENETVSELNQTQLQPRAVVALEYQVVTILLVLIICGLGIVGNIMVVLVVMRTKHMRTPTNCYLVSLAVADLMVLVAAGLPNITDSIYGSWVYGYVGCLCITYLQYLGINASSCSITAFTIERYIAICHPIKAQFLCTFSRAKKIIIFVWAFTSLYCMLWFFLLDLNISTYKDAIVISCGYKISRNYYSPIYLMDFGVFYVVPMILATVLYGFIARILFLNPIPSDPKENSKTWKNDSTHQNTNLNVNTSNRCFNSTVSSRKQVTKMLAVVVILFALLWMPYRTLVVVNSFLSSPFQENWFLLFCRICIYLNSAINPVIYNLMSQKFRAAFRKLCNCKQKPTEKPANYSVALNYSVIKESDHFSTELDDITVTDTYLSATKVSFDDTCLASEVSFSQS
#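 Enhancer read-out: after compound pinning and an initial kinetic agonist-mode read, an EC20 of TRH (10 nM final) was injected and fluo-8 calcium signal (Ex 480/Em 530) followed at 1 s/cycle for 100 cycles in TRHR-expressing cells.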
# Apoferritin bind = qHTS Assay for Identification of Novel General Anesthetics | Ferritin light chain (Equus caballus), P02791 | AID 485281, 2010 | apoferritin/1-aminoanthracene competitive binding, fluorescence | 350,000 compounds, 0.074% hits | Potency, µM (series often up to 77.5 µM), without a hit: top-dose activity change, negative = displacement, usual class: inhibitors; further: potency means the concentration at half of the fitted maximal effect; on the % scale 0 is the no-effect control and ±100 the full control effect; nearly all actives have a fitted effect of over 20% in size
# Target sequence (P02791 2-175 limits assumed): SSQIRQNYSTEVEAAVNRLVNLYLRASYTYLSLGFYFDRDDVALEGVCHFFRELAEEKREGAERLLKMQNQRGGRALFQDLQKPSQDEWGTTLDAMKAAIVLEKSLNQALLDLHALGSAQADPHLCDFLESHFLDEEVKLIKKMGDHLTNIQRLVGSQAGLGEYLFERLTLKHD
#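 Steps: apoferritin (10 uM) was premixed with half-saturated 1-AMA in PBS, compounds were pin-transferred, plates stood 10 min at room temperature, fluorescence was read at 380/535 nm, and curves were fitted with a Hill equation.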
# TRHR agonist = qHTS for Small Molecule Agonists and Allosteric Enhancers of Human TRH Receptor: Primary Screen for Agonists. Thyrotropin-releasing hormone receptor (Homo sapiens), P34981. TRHR cells, calcium flux fluo-8, FDSS agonist mode. activation, % at 2 µM. 360,000 compounds, 0.18% hits; in the data active means activation above about 30%; further: 0% is about no effect
#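 Fluo-8-loaded TRHR cells; 10 s baseline, compound added, kinetic Ca2+ fluorescence read 1/s, agonist mode.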
# The depositor's hits bear a star; ? = inconclusive; · = no result given; [ ] = dose if it differs, or a comment. Unless noted, the call rests on the fitted dose curve; in most records, active means well fitted curve in the direction sought with a large enough effect; inconclusive means small, poorly fitted or top-dose-only effect, or another doubt; inactive means no such curve, though single readings can be large; an effect the other way counts as inactive or inconclusive.
no.	canonical_smiles	RXFP1 ag	D1 antagonist	D2 PAM	D1 PAM	RXFP1 antagonist
1	Cc1csc(NC(=O)C2CCCO2)n1 (stereo not drawn)	-1.7%	10	·	-3	3
2	Nc1cc(OC(=O)c2cccs2)nn1S(=O)(=O)c1ccccc1	-0.1%	-9	-12	3	6
3	CCc1nnc(NC(=O)c2ccc(S(=O)(=O)N3CCN(Cc4ccccc4)CC3)cc2)s1	1.5%	-4	-5	0	6
4	COCCNC(=S)N1CCC(NC(=O)c2ccco2)CC1	0.0%	12	12	2	-5
5	COCCN(Cc1cc2cc(C)ccc2n2nnnc12)C(=S)Nc1ccc(C)cc1	0.4%	-12	13	-3	4
6	CC(=O)c1c(C(C)=O)c(C)n(-c2cccc3cccnc23)c1C	-0.3%	-24	2	-3	6
7	O=C(N/C(=C\c1cccc([N+](=O)[O-])c1)C(=O)N(CCO)CCO)c1ccco1	2.0%	-12	0	2	-8
8	Cc1cc(C)cc(N(C(=O)c2cc3ccccc3oc2=O)C2C=CS(=O)(=O)C2)c1 (stereo not drawn)	1.0%	-2	0	1	-5
9	Cc1ccccc1C(=O)c1cccn1CC(=O)NCc1ccc(F)cc1	2.8%	7	-2	1	-2
10	Cn1c(=O)c(=O)n(C)c2cc(S(=O)(=O)N3CCN(C4CCCCC4)CC3)ccc21	0.0%	10	20	·	·
11	CCc1ccc(/C=C2\Oc3ccc(C(=O)OC)cc3C2=O)cc1	4.4%	6	-19	-2	2
12	COC(=O)C1=C(C)NC(=O)NC1c1ccco1 (stereo not drawn)	3.3%	-1	-1	5	14
13	O=C(NCCNc1ccc([N+](=O)[O-])cc1C(F)(F)F)c1ccc(F)cc1	2.0%	-24	6	-4	0
14	COc1cccc(-c2ccc3nnc(SCC(=O)N4CCOCC4)n3n2)c1	5.3%	5	18	4	-16
15	O=C(CSc1ccccc1F)NC1CCS(=O)(=O)C1 (stereo not drawn)	1.4%	2	1	-8	-1

no.	D1 ag	TRHR PAM	Apoferritin bind	TRHR agonist
1	3	3	-10%	-0.1
2	3	-1	-4%	0.0
3	2	0	-7%	0.0
4	2	2	-2%	0.5
5	3	7	-9%	-0.1
6	0	7	-5%	0.8
7	-1	-1	-3%	0.3
8	0	-2	-14%	0.3
9	1	26	-11%	-0.4
10	0	8	-1%	-0.5
11	2	0	-7%	-0.3
12	6	-3	-5%	0.2
13	12	2	-5%	-1.6
14	2	0	·	-1.1
15	1	7	-4%	0.1

# Additional structures follow.
no.	canonical_smiles	RXFP1 ag	D1 antagonist	D2 PAM	D1 PAM	RXFP1 antagonist
16	COc1cc(C(F)(F)F)c(C(=O)N(C)c2ccc(Cl)cc2)cn1	2.0%	8	-2	2	5
17	Cc1ccc(-n2ncc(C(=O)N3CCN(c4ccccn4)CC3)c2C2CCN(C(=O)OC(C)(C)C)CC2)cc1C	1.5%	3	2	-1	-2
18	Cc1ccc(SCC(=O)Nc2ccc(N3CCN(C)CC3)c(F)c2)c(C)c1	3.1%	-25	-17	·	-13
19	Cc1cc(-c2cc(C(=O)O)c3ccccc3n2)c(C)s1	7.3%	-6	-2	-2	5
20	Cn1cnnc1SCc1cccc(Br)c1	-2.7%	-6	2	-3	3
21	CS(=O)(=NS(=O)(=O)c1ccc(Cl)cc1)c1ccccc1 (stereo not drawn)	1.2%	7	-3	3	1
22	Cc1cc(NC(=O)CSc2nnc(Cc3ccccc3)o2)no1	-0.1%	5	19	-9	-11
23	COc1ccc(NC(=O)C2Cc3ccccc3O/C2=N\O)cc1 (stereo not drawn)	2.4%	-4	·	-2	0
24	Cc1cc(Sc2ncnc(N)c2[N+](=O)[O-])ncn1	3.7%	-24	-9	-5	-22
25	CCCCNC(=S)NNC(=O)c1nn(C)c(C)c1Cl	0.6%	1	-9	-2	13
26	CC(Cl)C(=O)c1c[nH]c2ccccc12 (stereo not drawn)	-1.7%	5	-1	0	0
27	CCN1C(=O)c2ccccc2S(=O)(=O)c2ccc(C(=O)N3CCOCC3)cc21	0.7%	-5	3	2	·
28	CC1(c2ccccc2)NC(=O)N(N)C1=O (stereo not drawn)	3.4%	4	9	-3	1
29	COc1ccc(C2(CNC(C)=O)CCOCC2)cc1OC	0.7%	-35*	-1	·	·
30	O=C1CC(c2ccccc2)n2nc(NC(=O)c3cccs3)nc2N1 (stereo not drawn)	-1.1%	10	-4	-3	-1

no.	D1 ag	TRHR PAM	Apoferritin bind	TRHR agonist
16	9	-1	-7%	-0.7
17	2	6	1%	-0.1
18	4	12	?	0.9
19	1	-3	-2%	-0.5
20	3	6	-14%	-0.6
21	7	-5	28%	-1.8
22	2	2	-7%	0.4
23	3	1	3%	0.2
24	1	-8	-9%	0.0
25	2	0	2%	0.6
26	5	1	-13%	-0.7
27	6	-2	-5%	0.9
28	3	1	17%	1.2
29	2	2	5%	0.2
30	1	-7	-7%	0.8

# Full records as entered above.
# CCc1ccc(/C=C2\Oc3ccc(C(=O)OC)cc3C2=O)cc1 in the list: RXFP1 ag: 4.4%; D1 antagonist: 6; D2 PAM: -19; D1 PAM: -2; RXFP1 antagonist: 2; D1 ag: 2; TRHR PAM: 0; Apoferritin bind: -7%; TRHR agonist: -0.3
# COc1ccc(NC(=O)C2Cc3ccccc3O/C2=N\O)cc1 (stereo not drawn) in the list: RXFP1 ag: 2.4%; D1 antagonist: -4; D2 PAM: ·; D1 PAM: -2; RXFP1 antagonist: 0; D1 ag: 3; TRHR PAM: 1; Apoferritin bind: 3%; TRHR agonist: 0.2
# CCCCNC(=S)NNC(=O)c1nn(C)c(C)c1Cl in the list: RXFP1 ag: 0.6%; D1 antagonist: 1; D2 PAM: -9; D1 PAM: -2; RXFP1 antagonist: 13; D1 ag: 2; TRHR PAM: 0; Apoferritin bind: 2%; TRHR agonist: 0.6

# Looked up above:
# compound 25 | D1 ag: 2
# compound 29 | RXFP1 ag: 0.7%

# (list continues)
no.	canonical_smiles	RXFP1 ag	D1 antagonist	D2 PAM	D1 PAM	RXFP1 antagonist
31	S=C(Nc1ccc2c(c1)OCO2)N1CCCC1	-0.7%	0	·	9	-9
32	O=C(CNC(=O)c1ccccc1)OCc1cccc([N+](=O)[O-])c1	3.6%	-8	-7	-3	1
33	CC(=O)c1cccc(Nc2nc(-c3cccc([N+](=O)[O-])c3)cs2)c1	2.0%	-16	-9	-3	-5
34	COC(=O)Cc1ccc(NC(=S)Nc2cccc(C)n2)cc1	2.4%	-22	0	12	-3
35	O=C(/C=C/NNC(=O)c1ccccc1)c1ccc(Br)cc1	-0.4%	5	5	-8	0
36	Cc1ccc(-c2nc(C#N)c(NCCN3CCCCC3)o2)cc1	3.0%	-7	-11	-7	-6
37	Cc1cc(Cl)c2oc(C(=O)N(C)CCCN3CCOCC3)c(C)c2c1	-0.4%	-19	5	-6	-2
38	Cc1ccc(-n2nc3c(N4CCC(C(=O)NCc5cccc(F)c5)CC4)nnc(C)c3c2C)cc1	6.8%	0	7	-4	-16
39	CCOC(=O)CN(C(=O)CSc1nnc2c(n1)[nH]c1ccccc12)c1ccccc1	1.0%	-20	-9	4	2
40	CCCCCC1CCC(C(=O)O)CC1 (stereo not drawn)	3.9%	16	5	2	-11
41	O=C(OCn1nnc2ccccc2c1=O)c1ccc(O)cc1	3.1%	-8	5	-3	17
42	COC(=O)C1=C(c2ccccc2)c2ccccc2S(=O)(=O)N1CC(=O)Nc1cccc(C(C)=O)c1	0.9%	-27	-2	-1	·
43	COc1ccc(-c2c(C)oc3c(CN4CCCCC4C)c(O)ccc3c2=O)cc1 (stereo not drawn)	8.6%	-11	5	-4	3
44	Cc1ccc(C=C2C(=O)c3ccccc3C2=O)s1	-3.7%	-2	1	-3	-38
45	N#Cc1nc(-c2ccc(OCc3ccccc3)cc2)oc1NCc1cccnc1	0.4%	-12	8	-6	-7

no.	D1 ag	TRHR PAM	Apoferritin bind	TRHR agonist
31	1	1	-7%	0.9
32	4	-1	3%	-0.1
33	3	-11	-1%	0.6
34	0	4	-8%	0.3
35	3	-11	-5%	0.5
36	7	-7	-1%	0.4
37	11	10	-12%	0.0
38	1	7	3%	0.3
39	1	7	-16%	-0.5
40	2	1	-10%	1.0
41	3	2	-19%	0.2
42	2	3	?	0.6
43	3	4	-5%	0.1
44	3	-5	?	-0.8
45	6	7	-2%	-0.2

# (cont.)
no.	canonical_smiles	RXFP1 ag	D1 antagonist	D2 PAM	D1 PAM	RXFP1 antagonist
46	CCCCN(C(=O)c1ccc([N+](=O)[O-])o1)c1c(N)n(CCCC)c(=O)[nH]c1=O	-0.4%	13	·	-3	-2
47	CCOc1ccccc1-c1nc(C(N)=O)c2[nH]c(=O)n(-c3cccc(C)c3)c2n1	1.8%	3	4	-2	-5
48	COc1ccc(/C=N/n2cnnc2)cc1Br	-1.3%	-7	-1	0	-4
49	CCC1CCCCN1S(=O)(=O)c1ccc(NC(=O)c2nc(S(C)(=O)=O)ncc2Cl)cc1 (stereo not drawn)	3.1%	-34*	12	-11	?
50	C=CCn1cc(-c2ccccc2)cc(C#N)c1=O	3.9%	0	1	1	-4
51	CCN(CC)S(=O)(=O)c1ccc(C)c(NC(=O)COC(=O)C=C(C)C)c1	4.2%	-17	-6	-3	1
52	C#Cc1ccc(CN2CCC(Oc3ccc(C(=O)NCc4ccccn4)cc3)CC2)cc1	0.3%	-12	-19	-2	-15

no.	D1 ag	TRHR PAM	Apoferritin bind	TRHR agonist
46	2	-3	·	0.6
47	1	-5	?	-0.7
48	0	4	-4%	1.3
49	1	-6	-18%	-0.2
50	0	-6	31%[activator]	3.3
51	5	3	4%	0.1
52	5	0	-16%	0.5

# A portion of the library, so the mix of outcomes need not match the whole.
